# Source: PubChem BioAssay (several laboratories)
# Mtb RmlCD inh = blocks M. tuberculosis RmlC and RmlD coupled enzymes. RmlC+RmlD coupled enzyme assay, percent inhibition; primary screen in compound mixtures. inhibition, % at 3.6 µM. hit rate 0.03% among 160,000. AID 1533; in the data active means inhibition mostly above about 34%, no sharp cut-off; further: some results filed as inactive read as strong as hits
# Target sequence (P9WH09 whole entry, looked up): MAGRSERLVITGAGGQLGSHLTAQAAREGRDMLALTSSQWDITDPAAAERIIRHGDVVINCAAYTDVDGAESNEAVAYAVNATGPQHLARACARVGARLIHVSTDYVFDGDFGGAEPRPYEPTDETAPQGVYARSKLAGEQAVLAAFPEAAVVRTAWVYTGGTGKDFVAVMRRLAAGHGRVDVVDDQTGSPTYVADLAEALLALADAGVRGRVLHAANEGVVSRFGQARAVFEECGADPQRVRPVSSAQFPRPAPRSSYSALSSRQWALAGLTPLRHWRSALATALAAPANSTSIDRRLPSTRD
# Target sequence (P9WH11 whole entry, looked up): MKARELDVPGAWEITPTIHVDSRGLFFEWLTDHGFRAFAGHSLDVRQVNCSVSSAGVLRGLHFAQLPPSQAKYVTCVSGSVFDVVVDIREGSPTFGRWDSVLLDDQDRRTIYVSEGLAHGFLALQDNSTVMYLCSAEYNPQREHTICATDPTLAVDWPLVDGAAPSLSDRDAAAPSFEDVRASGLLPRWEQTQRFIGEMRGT
# M. tuberculosis GlmU = inhibition of mycobacterial GlmU enzyme – biochemical, glucosamine-1-phosphate acetyltransferase (AID 1376); hit rate 0.25% among 220,000; M. tuberculosis GlmU acetyltransferase enzyme assay; higher % means a stronger effect; inhibition, %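 (tested at 30 µM in the primary screen)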; hits with a dose series show IC50 in µM; in the data active means inhibition above about 13%;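 further: 0% = complete reaction with vehicle and 100% = reaction without substrate; strong numbers were not always called active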
# Starred values were filed as active, the others as inactive; . = not tested or not shown. The list is partial; the hit share may differ from the screen's.
SMILES,Mtb RmlCD inh,M. tuberculosis GlmU
COc1cc(C2N=C(c3ccccc3)NO2)cc(Br)c1O (stereo unspecified),-10,2.0%
NC(=O)CSc1c[nH]c2ccccc12,18,4.5%
Cc1cc(C)cc(N2C(=O)NC(=O)/C(=C/c3cccn3-c3ccc(Cl)cc3)C2=O)c1,.,1.6%
O=C1C=C(c2ccc(F)nc2)CCC1,.,-8.2%
O=C(O)c1cc(N2C(=O)C3CC=CCC3C2=O)ccc1NCc1cccnc1 (stereo unspecified),-3,.
CC(=O)N1CCCc2cc(S(=O)(=O)N(C)CCC#N)ccc21,4,-0.3%
CCOc1ccc(/C(O)=C2/C(=O)C(=O)N(Cc3cccnc3)C2c2ccc(N(C)C)cc2)c(C)c1 (stereo unspecified),.,1.9%
COC(=O)c1cccc(NC(=S)NCCC2=CCCCC2)c1,.,0.4%
COC(=O)[C@@H]1C[C@@]2(O)[C@H](O)[C@H](O)[C@H](O)C[C@H]2N1Cc1ccc(C(F)(F)F)cc1,.,-2.7%
O=C(NCC(c1cccnc1)N1CCOCC1)Oc1ccccc1 (stereo unspecified),4,-1.4%
COC(=O)C(C(=O)OC)C(C[N+](=O)[O-])c1ccc(OC)cc1 (stereo unspecified),4,7.1%
O=C1/C(=C\c2ccc(Cl)c(Cl)c2)N2CCC1CC2,-5,-12%
C=C(C)C(=O)Nc1cccc(C2=NOC3(C2)C[C@@H](C(N)=O)N(C(=O)CC(c2ccccc2)c2ccccc2)C3)c1 (stereo partly specified),.,14%*
COc1ccc(/C=C2\SC(=S)N(CC(=O)OCC(=O)Nc3ccc(C)cc3Cl)C2=O)cc1,.,2.9%
Cc1ccsc1/C=C(\C#N)C(=O)NCCCN1CCOCC1,6,0.4%
Cc1nn(-c2ccccc2)c(N2CCCC2)c1C=O,3,0.8%
Cn1cc(SCC(=O)Nc2nccs2)c2ccccc21,12,1.7%
CCn1c(SCC(=O)c2ccc(NS(=O)(=O)c3ccccc3)cc2)nnc1-c1cccs1,.,-2.1%
Cc1ccnc(SCC(=O)c2ccc(Br)s2)n1,6,8.3%
CC(C)n1nnc2c(=O)oc3ccccc3c21,.,-4.5%
CCCN(CCC)CCOc1cc(C)ccc1C(C)C,.,0.8%
c1cncc(-c2nc(-c3cccs3)cs2)c1,.,5.6%
Cc1cc(Nc2cc(Cl)nc(Sc3ccc(NC(=O)C4CC4)cc3)n2)n[nH]1,.,3.3%
CCN(CCCNC(=O)CC(C(=O)N1CCc2ccccc21)n1ccnc1)c1cccc(C)c1 (stereo unspecified),.,-5.3%
CN1CCN(C(=O)C2=C[C@H](c3ccc4c(c3)OCO4)C[C@H](OCc3ccc(CO)cc3)O2)CC1,.,1.7%
CC(C)(C)C(=O)OCc1nc(-c2ccc(Cl)cc2)cs1,14,-1.4%
Cc1ccc(CSCC(=O)NN=C2CCN(C)CC2)cc1,5,-4.7%
CC(C)C[C@H](NC(=O)c1nc[nH]c1C(=O)NCc1ccccc1)C(=O)OC(C)(C)C,.,1.9%
N#CC(C#N)=Cc1cccn1-c1ccc(S(N)(=O)=O)cc1,11,-1.9%
O=C(Nc1ccccc1C(F)(F)F)c1c(F)cccc1Cl,-14,-0.1%
COc1ccc(CCNC(=O)Cn2nnc(-c3ccc(N4CCOCC4)cc3)n2)cc1OC,61,3.0%
COc1ccc(CCNc2ccc(C(CC(N)=O)NC(=O)Cc3cccc4ccccc34)cc2[N+](=O)[O-])cc1 (stereo unspecified),.,7.4%
COc1ccc(NC(=O)/C=C/c2cccc(F)c2)cn1,-10,1.4%
COCCN(C(=O)CCl)C(C(=O)NC1CCCCC1)c1ccccc1C (stereo unspecified),-10,-1.7%
CCCCn1c(=S)[nH]c2cc(S(=O)(=O)N3CCCCC3)ccc21,10,.
CCn1cc([N+](=O)[O-])c(C(=O)N2N=C(c3ccccc3)CC2c2ccc([N+](=O)[O-])cc2)n1 (stereo unspecified),-8,-1.4%
CNC(=S)N(C)[C@H]1c2c(ccc3ccccc23)OC[C@H]1CO,-6,-6.0%
CCOC(=O)Cn1c(S(=O)(=O)Cc2ccc(Cl)cc2)nc(-c2ccccc2)c1-c1ccccc1,12,0.0%
O=C(CSc1ccccn1)Nc1ccc(Cl)c([N+](=O)[O-])c1,4,-5.3%
O=C1S/C(=C/c2ccccc2)C(=O)N1CC(O)Cn1c2ccccc2c2ccccc21 (stereo unspecified),-11,-2.9%
CN(C)NC(=S)Nc1cccc(C(F)(F)F)c1,.,5.3%
CC(C)CC(NC(=O)CC12CC3CC(CC(C3)C1)C2)C(=O)NC1=NCCS1 (stereo unspecified),2,2.5%
CC(C)OC(=O)n1c(=S)oc2ccccc21,-5,-4.0%
CCOC(=O)c1nnn(-c2nonc2N)c1C,.,3.0%
COCC(=O)Nc1cc(C(=O)NCCc2ccccc2)ccc1Cl,.,0.4%
O=C(CCCCCNC(=S)Nc1ccccc1)C[N+](=O)[O-],4,-1.1%
O=C(CCSc1nnc(-c2ccco2)o1)N1CCOCC1,-37,4.6%
COc1ccc(OC)c(CN2CCC(C(=O)N3CCN(c4ccccc4F)CC3)CC2)c1,-11,1.8%
CC(C)CCNC(=O)C(c1ccncc1)N(CC1CCCO1)C(=O)Cn1nnc(-c2ccc(F)cc2)n1 (stereo unspecified),.,0.8%
COc1cccc(CC2(CO)CCN(Cc3cnc(-c4cccc(C)c4)nc3)CC2)c1,44,0.9%
CCn1c(O)c(/C=C2\C=Nc3ccccc32)sc1=Nc1ccccc1,-6,-0.4%
Cn1cccc1C(=O)C(=O)Nc1ccc(F)c(F)c1,6,0.5%
Cc1ccc(O)c(C2=Nc3ccccc3N=C(c3cccc([N+](=O)[O-])c3)C2)c1,1,1.3%
Cc1cc2nc(-c3cc(N4CCOCC4)ccc3[N+](=O)[O-])ccn2n1,3,1.8%
CN(C)/C=C/C(=O)c1cnc(-c2ccccn2)s1,-8,-1.6%
CCC(CC)C(=O)NCCCCc1ccccc1,1,2.5%
CCN(CC)c1ccc(NC(=S)NC(=O)c2cccs2)cc1,-11,8.0%
O=C(c1ccc(F)cc1)N1CCC(O)(c2cccnc2)CC1,.,1.8%
O=C(CCN1C(=O)C2C3C=CC(C3)C2C1=O)Nc1ccccn1 (stereo unspecified),.,2.3%
O=S1(=O)CCC(NC(=S)SCCOc2ccccc2)C1 (stereo unspecified),-14,1.7%

# Quoted at random: 7 entries already listed, in no set order.
SMILES,Mtb RmlCD inh,M. tuberculosis GlmU
O=C(c1ccc(F)cc1)N1CCC(O)(c2cccnc2)CC1,.,1.8%
CCn1c(O)c(/C=C2\C=Nc3ccccc32)sc1=Nc1ccccc1,-6,-0.4%
Cn1cccc1C(=O)C(=O)Nc1ccc(F)c(F)c1,6,0.5%
O=C(CCN1C(=O)C2C3C=CC(C3)C2C1=O)Nc1ccccn1 (stereo unspecified),.,2.3%
COc1cccc(CC2(CO)CCN(Cc3cnc(-c4cccc(C)c4)nc3)CC2)c1,44,0.9%
Cc1cc2nc(-c3cc(N4CCOCC4)ccc3[N+](=O)[O-])ccn2n1,3,1.8%
O=C(CCCCCNC(=S)Nc1ccccc1)C[N+](=O)[O-],4,-1.1%

# Further compounds
SMILES,Mtb RmlCD inh,M. tuberculosis GlmU
O=C(NCc1ccc(/C=c2\sc3n(c2=O)CCN=3)o1)C(=O)Nc1ccccc1,-9,3.8%
Cc1cccc(N2C(=O)SC(SC(=Nc3ccccc3)Nc3ccccc3)C2=O)c1 (stereo unspecified),1,7.6%
Nc1cc(=O)[nH]c(SCC(=O)Nc2ccc(S(=O)(=O)N3CCCCC3)cc2)n1,-2,6.5%
Cc1ccc(C(=O)Nc2ccc3cn[nH]c3c2)cc1S(=O)(=O)N1CCOCC1,.,-3.7%
CCOc1cc(C(=O)Nc2ccccc2N2CCN(S(C)(=O)=O)CC2)cc(OCC)c1OCC,.,-1.8%
O=C(CSc1ccc(F)cc1)NCCSc1ccccc1,10,.
CC(C)(C)C(=O)c1cn(CC(=O)O)c2ccccc12,-10,1.8%
CCS(=O)(=O)N1CCCC(c2nc(-c3cccc(OC)c3)no2)C1 (stereo unspecified),.,1.5%
CC(C)NC(=O)CC(=O)N/N=C/c1c(F)cccc1Cl,.,3.5%
Cc1oc(-c2cccc(F)c2)nc1CN1CCCCC1CCc1ccccn1 (stereo unspecified),.,1.0%
COCCOC(=O)c1[nH]c2c(c1C)C(=O)CC(c1cccs1)C2 (stereo unspecified),-8,-1.0%
COc1ccc(N2CCN(c3cc(C)c4ccc(O)cc4n3)CC2)cc1,-10,1.4%
Cn1nc(C(F)(F)F)cc1-c1ccc(/C=C(\C#N)C(=O)c2cccc(C(F)(F)F)c2)s1,12,4.8%
CN(C)CCNC(=O)c1cc2c(s1)-c1ccccc1OC2,21,-2.5%
CCCCN(CCCNC(=O)C1CCN(S(=O)(=O)N2CCOCC2)CC1)c1ccccc1,-7,0.9%
CC1CN(C(=O)CCn2c(=O)oc3ccccc32)CC(C)O1 (stereo unspecified),.,-1.6%
CCN(CCCNC(=O)C1CCN(S(=O)(=O)N2CCOCC2)CC1)c1cccc(C)c1,.,2.0%
FC(F)(F)c1cc(-c2ccco2)nc(NCc2cccs2)n1,-5,3.1%
Cn1c(C(=O)NCc2cccnc2)cc2sccc21,.,3.6%
O=C(NC1(C(F)(F)F)N=C2SCCN2C1=O)c1ccco1 (stereo unspecified),-2,-1.3%
CC(=O)N1C(=O)/C(=C2\SC(=S)N(NS(=O)(=O)c3ccc(C)cc3)C2=O)c2ccccc21,.,2.5%
COCCOc1cc(NC(=O)c2cccc(OC)c2)c(Cl)cc1Cl,8,-3.6%
CC(c1ccco1)N(C(=O)Nc1ccccc1)C1CCCCC1 (stereo unspecified),.,0.1%
CCc1nnc(NS(=O)(=O)c2ccc(NC(=O)COc3ccc(Cl)c(C)c3)cc2)s1,-4,-6.2%
CCC(=O)Nc1ccc(C(=O)NNC(=O)COc2cccc(C)c2)cc1,5,-5.5%
COc1ccc(OCC#CCNC(C)(C)C)cc1,-9,-1.3%
CCOC(=O)c1cc(C(=O)OCC)cc(-n2cc(O)c(C(=O)OCC)n2)c1,.,-2.9%
Cc1nc2sc(C(c3ccco3)N3CCC(Cc4ccccc4)CC3)c(O)n2n1 (stereo unspecified),18,-4.4%
Cc1cc(C(=O)COC(=O)C2=NNC(=O)CC2)c(C)n1-c1ccccc1,0,3.1%
C/C=C(\C)CN1CCN(c2ccccc2F)CC1,.,4.2%
CC(CC#CCN1CCOCC1)OCCC#N (stereo unspecified),12,-3.7%
CCN1CCc2nc3ccccc3c(C(=O)Nc3ccc(NC(C)=O)cc3)c2C1,10,0.3%
CCN(Cc1nc(-c2cccc(Cl)c2)no1)CC1CCCO1 (stereo unspecified),.,3.9%
Cc1cc(Oc2ccccc2)nc(-c2ccccc2O)n1,2,1.8%
CCN(CC)C(=O)N1c2ccccc2CC(N(CC)CC)c2ccccc21 (stereo unspecified),8,-5.0%
O=c1nc2n(c3ncccc13)CCCCC2,12,0.6%
O=C(COc1cccc(-n2cnnn2)c1)NCCC1=CCCCC1,-8,1.2%
CC1CCN(CCOCCOc2ccccc2Br)CC1,5,0.5%
CC(=O)c1cccc(N2C(=O)Nc3ccccc3N2O)c1,-10,4.9%
COc1ccc(/C=C/C(=O)c2ccc[nH]2)cc1OC,-9,-0.7%
Cc1cc(C(=O)OCC(=O)N2CC(=O)Nc3ccccc32)c(C)n1-c1ccccc1,-1,-2.4%
Cc1[nH]c2ccccc2c1C(=O)COC(=O)C1CC(=O)N(Cc2ccccc2)C1 (stereo unspecified),-7,-0.3%
CCCN1CCC(=O)N([C@H](CSc2ccc(C)cc2)c2ccccc2)CC1,-12,-4.6%
Cc1[nH]c(=O)c(C#N)c(C)c1Br,10,2.3%
N#CCCN1CCN(Cn2c3ccccc3c3ccccc32)CC1,-7,-2.6%

# Reprinted from above for reference:
SMILES,Mtb RmlCD inh,M. tuberculosis GlmU
Cc1[nH]c2ccccc2c1C(=O)COC(=O)C1CC(=O)N(Cc2ccccc2)C1 (stereo unspecified),-7,-0.3%
CCCN1CCC(=O)N([C@H](CSc2ccc(C)cc2)c2ccccc2)CC1,-12,-4.6%
Cc1[nH]c(=O)c(C#N)c(C)c1Br,10,2.3%
N#CCCN1CCN(Cn2c3ccccc3c3ccccc32)CC1,-7,-2.6%

# Continued.
SMILES,Mtb RmlCD inh,M. tuberculosis GlmU
CN1CCN(/N=C/c2c(O)n(C)c(=O)n(C)c2=O)CC1,14,-1.1%
O=C(N/N=C/c1cn(-c2ccccc2)nc1-c1cccnc1)c1ccccc1,5,9.5%
CCOC(=O)C1=C(C)N(CCCC(=O)O)C(=O)NC1c1ccccc1OS(=O)(=O)c1ccc([N+](=O)[O-])cc1 (stereo unspecified),.,-1.2%
O=C(C1CC(=O)N(c2ccc3c(c2)OCCO3)C1)N1CCN(c2ccccc2)CC1 (stereo unspecified),4,3.0%
CCCSc1nnc(N)s1,.,0.8%
Cc1noc(C)c1COc1cccc(C(=O)OC(C)C#N)c1 (stereo unspecified),4,-2.5%
CCOC(=O)Cn1cc(C#N)c2ccccc21,-6,0.3%
COc1c(O)cc2oc(-c3ccc(O)c(O)c3)cc(=O)c2c1O,.,1.5%
COCCNC(=O)NC(=O)COC(=O)Cc1ccc2c(c1)OCCO2,25,4.1%
CC(=O)C1C(c2ccc(F)cc2)c2c(noc2C)CC1(C)O (stereo unspecified),7,1.4%
N#Cc1cc(-c2ccccc2)nnc1Sc1ccccc1,13,-2.2%
COc1ccc(Cl)cc1NC(=O)CN(C(=O)c1ccco1)C1CCCCC1,.,-3.4%
